ERAP1 inh – ERAP1 (human) enzyme inhibition | inhibition, % at 10.7 µM | recombinant ERAP1, Leu-AMC fluorescence, 60 min | Q9NZ08 | AID 652197 | hit rate 0.15% among 340,000;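 active = mean replicate inhibition of at least 30%, or all replicates individually reaching that 30% level; inactive = mean below 30% and not every replicate reaching it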;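 note: 0% = neutral control wells and 100% = L-leucinethiol positive control wells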
esBAF inh – blocks esBAF chromatin remodeling in mouse ES cells; Bmi1-luciferase knock-in reporter, 24 h; 100% = twice the neutral-well signal; reporter increase, % at 12.5 µM; hit rate 2% among 350,000; in the data active = activation above about 40%;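 note: 0% = median of the plate's neutral control wells and 100% = double that signal; a rise in the Bmi1 reporter signal indicates esBAF inhibition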
E-sel inducer – induces E-selectin expression in human endothelial cells. P16581. HUVEC E-selectin immunofluorescence imaging; normalized: neutral wells 0, TNF-alpha wells 100. activation, % at 7.58 µM. hit rate 0.37% among 260,000. AID 686992;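 active = mean E-selectin-positive cell signal at least 10% of the positive control, reached in at least 60% of replicates, without over 20% cell loss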;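 note: in these data hits start at about 27%; measured in HUVEC primary endothelial cells; signal is the percent of cells scored E-selectin positive by PE staining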
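Test system: HUVEC | Signal: Immunofluorescence imaging | Read-out: Percent E-selectin-positive cells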
XiGFP reactiv – reactivates the inactive X chromosome in mouse fibroblasts; AID 743238; hit rate 0.055% among 360,000; XiGFP mouse fibroblasts, % GFP-positive cells imaging, 3 d; cells co-treated with 5-aza-dC sensitizer; scaled so ellipticine positive control = 100%; activation, % at 7.58 µM;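 active = mean normalized replicate activation at least 10% and every replicate at or above 10%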;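 note: 0% = median of on-plate neutral control wells and 100% = ellipticine 6 µM median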
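Material: XiGFP fibroblasts, SV40-immortalized. Buffer or medium: DMEM plus 5-aza-dC sensitizer. Compound: single concentration per compound, delivered by pin transfer. Times: 3 days compound exposure. Controls: ellipticine 6 µM.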
ERp5 block – inhibitors of human ERp5; Q15084; AID 651711; hit rate 0.05% among 350,000; ERp5 insulin aggregation, absorbance 650 nm, 90 min; inhibition, % at 9.99 µM;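 active = mean replicate inhibition above about 25%, with every replicate also reaching it, limit read from the data, passing the limit was not always enough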
Target sequence (Q15084 whole entry, looked up): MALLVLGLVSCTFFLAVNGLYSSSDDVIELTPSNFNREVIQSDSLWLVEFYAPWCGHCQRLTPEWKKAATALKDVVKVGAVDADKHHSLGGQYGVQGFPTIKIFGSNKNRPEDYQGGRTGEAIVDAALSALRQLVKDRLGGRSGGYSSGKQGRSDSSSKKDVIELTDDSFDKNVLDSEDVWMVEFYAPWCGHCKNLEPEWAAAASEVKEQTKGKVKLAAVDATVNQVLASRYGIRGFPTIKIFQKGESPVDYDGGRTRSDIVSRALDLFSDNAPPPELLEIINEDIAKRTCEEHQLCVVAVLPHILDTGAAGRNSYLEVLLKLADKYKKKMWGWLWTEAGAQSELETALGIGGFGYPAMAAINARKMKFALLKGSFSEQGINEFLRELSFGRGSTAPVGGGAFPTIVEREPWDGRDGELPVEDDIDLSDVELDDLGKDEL
RAD52 anneal inh – blocks human RAD52 DNA annealing; recombinant RAD52 DNA annealing, FRET fluorescence; inhibition, % at 18.7 µM; hit rate 0.46% among 360,000; AID 651710;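 active = every replicate showing at least 50% inhibition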
Target sequence (P43351 whole entry, looked up): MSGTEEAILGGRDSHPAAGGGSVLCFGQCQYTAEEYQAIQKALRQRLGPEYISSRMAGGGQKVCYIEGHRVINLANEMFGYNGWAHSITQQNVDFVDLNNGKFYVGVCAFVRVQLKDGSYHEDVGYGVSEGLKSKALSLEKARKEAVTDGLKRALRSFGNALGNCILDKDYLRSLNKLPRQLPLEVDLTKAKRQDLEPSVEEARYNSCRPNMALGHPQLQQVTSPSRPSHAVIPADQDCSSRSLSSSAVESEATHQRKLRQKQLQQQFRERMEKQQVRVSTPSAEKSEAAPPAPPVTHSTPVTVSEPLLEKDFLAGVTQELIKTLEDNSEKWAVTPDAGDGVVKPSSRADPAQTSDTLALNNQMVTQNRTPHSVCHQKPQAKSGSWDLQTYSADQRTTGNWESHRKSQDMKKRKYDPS
RAD54 branch – blocks human RAD54 Holliday junction branch migration; FAM/BHQ fluorescence; hit rate 0.14% among 360,000; inhibition, % at 10.4 µM;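 active = mean normalized replicate activity at least 40 and at least half of replicates scoring 40 or more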;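 note: 0% = median of neutral control wells and 100% = median of positive control wells; inhibitors cause a drop in the FAM fluorescence signal; in these data hits start at about 50%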
S100A4 MyoIIA – blocks human S100A4 binding to myosin IIA peptide | P26447 | S100A4/TAMRA-MyoIIA peptide fluorescence polarization | inhibition, % at 10.7 µM | hit rate 0.14% among 360,000 | AID 652163;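 active = mean inhibition of at least 70% across replicates, with every replicate also reaching that level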
Target sequence (P26447 whole entry, looked up): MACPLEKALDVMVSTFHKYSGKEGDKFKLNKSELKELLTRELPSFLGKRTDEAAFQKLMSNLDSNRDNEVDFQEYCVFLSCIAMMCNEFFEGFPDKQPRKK
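System – human S100A4 monomer protein, biochemical binding assay · Buffer or medium – Calcium-containing HEPES buffer, pH 7.2 · Timing – 5 min between mix addition and reading · Also added – TAMRA-labelled myosin IIA heavy-chain peptide probe, 5 nM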
* marks the source's active call; other numbers are inactive results.

`CN1CCCCN2[C@H](CO)[C@H](c3ccc(C#CC4(O)CCCC4)cc3)[C@H]2C1` gave ERAP1 inh 1, esBAF inh 4, E-sel inducer 0.1, XiGFP reactiv 0.2, ERp5 block 5, RAD52 anneal inh -1, RAD54 branch 7 and S100A4 MyoIIA 0.
For C[C@H]1CN([C@@H](C)CO)C(=O)c2cccc(NC(=O)Nc3ccc(C(F)(F)F)cc3)c2O[C@H]1CN(C)C(=O)Nc1ccc2c(c1)OCO2 the results were esBAF inh 5, E-sel inducer 0.2, XiGFP reactiv -0.1 and RAD54 branch -1.
Screening Cc1nn(CC(=O)c2ccc(Br)s2)c(C)c1[N+](=O)[O-] returned ERAP1 inh 1, XiGFP reactiv 0.1, ERp5 block 2, RAD52 anneal inh -110, RAD54 branch 13 and S100A4 MyoIIA -2.
For COc1cc(C#Cc2c(-c3ccccc3OC)oc3ccccc23)cc(OC)c1 the results were esBAF inh 1, E-sel inducer 0.2, XiGFP reactiv 0.7, ERp5 block -4, RAD52 anneal inh -8, RAD54 branch -4 and S100A4 MyoIIA -5.
Screening COc1ccc(C(=O)COC(=O)Cc2c[nH]c3ccccc23)c(OC)c1 returned ERAP1 inh -1, esBAF inh -11, E-sel inducer -0.1, XiGFP reactiv 0.2, ERp5 block -6, RAD52 anneal inh -37, RAD54 branch -3 and S100A4 MyoIIA 2.
`Cc1noc(C)c1NC(=O)N(C)C[C@H]1OCCCC[C@@H](C)Oc2ccc(NC(=O)CCC(F)(F)F)cc2C(=O)N([C@@H](C)CO)C[C@H]1C` gave ERAP1 inh -2, esBAF inh -2, E-sel inducer -0.1, XiGFP reactiv -0.6, ERp5 block 1, RAD52 anneal inh -7, RAD54 branch -16 and S100A4 MyoIIA 4.
Screening COc1cccc(C(=O)NCc2nnc(SCC(=O)Nc3nccs3)n2-c2ccccc2)c1 returned ERAP1 inh 1, esBAF inh -12, E-sel inducer -0.1, XiGFP reactiv 0.9, ERp5 block 2, RAD52 anneal inh -14, RAD54 branch -7 and S100A4 MyoIIA 1.
For COc1ccccc1/C=C(\C#N)C(=O)Nc1ccc(S(N)(=O)=O)cc1 the results were ERAP1 inh -2, esBAF inh -3, XiGFP reactiv 0.0, ERp5 block -4, RAD52 anneal inh -4, RAD54 branch 4 and S100A4 MyoIIA -1.
Screening O=S(=O)(Cc1noc(-c2ccccc2Cl)n1)c1ccccn1 returned ERAP1 inh 4, esBAF inh 44*, E-sel inducer -0.1, XiGFP reactiv 0.1, ERp5 block -4, RAD52 anneal inh -1 and S100A4 MyoIIA -1.
For O=C(O)/C=C/c1cnn(-c2ccccc2)c1 the results were ERAP1 inh 1, E-sel inducer 4.0, XiGFP reactiv 0.1, ERp5 block 1, RAD52 anneal inh -17 and S100A4 MyoIIA 3.
Screening CCCOC(=O)CCCN1C(=O)/C(=C2\SC(=S)N(CCCC(=O)OCCC)C2=O)SC1=S returned ERAP1 inh 5, E-sel inducer -0.3, XiGFP reactiv 0.0, ERp5 block -9, RAD52 anneal inh -10, RAD54 branch -8 and S100A4 MyoIIA -3.
`O=S1(=O)c2cc(Cl)ccc2N2CC[C@H](C2)N1Cc1ccc(Cl)c(Cl)c1` gave ERAP1 inh -5, E-sel inducer 0.9, XiGFP reactiv 0.2, ERp5 block 6, RAD52 anneal inh -6 and S100A4 MyoIIA -7.
Screening CCOC(=O)C(=COC(=O)c1ccccc1)NC(=O)Cc1ccccc1 returned ERAP1 inh -2, esBAF inh 4, E-sel inducer 0.2, XiGFP reactiv 0.0, ERp5 block 0, RAD52 anneal inh -15, RAD54 branch 5 and S100A4 MyoIIA -2.
COc1cc(NC(=O)Cc2ccc(S(=O)(=O)N3CCOCC3)s2)c(OC)cc1Cl was read as ERAP1 inh 0, esBAF inh -2, E-sel inducer 0.0, XiGFP reactiv 0.0, ERp5 block -3, RAD52 anneal inh -7, RAD54 branch 7 and S100A4 MyoIIA -5.
`O=C(C1=NN(c2ccccc2)C2C(=O)N(c3ccccc3)C(=O)C12)c1ccccc1` (stereo unspecified) gave ERAP1 inh 0, XiGFP reactiv 0.0, ERp5 block -2, RAD52 anneal inh inactive and S100A4 MyoIIA -1.
For C[C@@H]1CN([C@@H](C)CO)C(=O)Cc2cc(NC(=O)Cc3ccccc3)ccc2O[C@H]1CN(C)C(=O)NC1CCCCC1 the results were ERAP1 inh -3, esBAF inh -1, E-sel inducer -4.5, XiGFP reactiv 0.1, ERp5 block -2, RAD52 anneal inh -7, RAD54 branch -1 and S100A4 MyoIIA 4.
Cn1c(=O)c2c(ncn2CC(=O)OCC(=O)Nc2ccc(F)cc2F)n(C)c1=O was read as ERAP1 inh 3, esBAF inh 2, E-sel inducer -0.4, XiGFP reactiv 0.3, ERp5 block -1, RAD52 anneal inh 6, RAD54 branch -7 and S100A4 MyoIIA -4.
`O=C(COc1ccc([N+](=O)[O-])cc1Cl)N1CCc2ccccc21` gave ERAP1 inh -2, esBAF inh 66*, E-sel inducer 1.7, XiGFP reactiv 0.8, ERp5 block 4, RAD52 anneal inh -1, RAD54 branch 1 and S100A4 MyoIIA 0.
`NC(=O)c1cccc(-c2ccnc3c2CC(C(=O)NCc2ccc(F)c(F)c2)O3)c1` (stereo unspecified) gave ERAP1 inh -1, esBAF inh -1, E-sel inducer -0.2, XiGFP reactiv 0.4, ERp5 block 4, RAD52 anneal inh -7, RAD54 branch -3 and S100A4 MyoIIA -3.
Screening COc1ccccc1CNC(=O)CCNS(=O)(=O)c1ccc2c(c1)oc(=O)n2C returned ERAP1 inh -2, esBAF inh -2, E-sel inducer -0.9, XiGFP reactiv 0.4, RAD52 anneal inh -23, RAD54 branch 1 and S100A4 MyoIIA -8.
For COc1ccc(NC(=O)N(C)C[C@H]2OCCCC[C@@H](C)Oc3ccc(NC(=O)CCC(F)(F)F)cc3C(=O)N([C@@H](C)CO)C[C@@H]2C)cc1 the results were ERAP1 inh 2, esBAF inh 2, E-sel inducer 0.0, XiGFP reactiv 0.0, ERp5 block 5, RAD52 anneal inh -2, RAD54 branch -15 and S100A4 MyoIIA 1.
`Cc1ccc(S(=O)(=O)N(C)C[C@@H]2Oc3c(NC(=O)C4CC4)cccc3C(=O)N([C@H](C)CO)C[C@@H]2C)cc1` gave ERAP1 inh 1, esBAF inh -2, E-sel inducer 29, XiGFP reactiv -1.2, ERp5 block 1, RAD52 anneal inh 7, RAD54 branch -14 and S100A4 MyoIIA -3.
For CCC(C)(C)C(=O)Nc1nnc(CCc2ccccc2)s1 the results were esBAF inh 62*, E-sel inducer 0.1, XiGFP reactiv 0.0, ERp5 block 2, RAD52 anneal inh -17, RAD54 branch -6 and S100A4 MyoIIA 1.
`COc1ccc(C2C(C#N)=C(N)Oc3cc(N)ccc32)cc1` (stereo unspecified) gave ERAP1 inh -2, esBAF inh 6, E-sel inducer -0.1, XiGFP reactiv 0.0, ERp5 block -1, RAD52 anneal inh -43, RAD54 branch 6 and S100A4 MyoIIA -1.
Screening Cc1cc(NC(=O)CCC(=O)N(Cc2ccco2)C2(C(=O)NC3CCCC3)CCCCC2C)no1 (stereo unspecified) returned ERAP1 inh 4, esBAF inh 5, XiGFP reactiv 0.4, ERp5 block 4, RAD52 anneal inh -12, RAD54 branch 2 and S100A4 MyoIIA 10.
Screening Cc1ccc(C)c(N2CCN(C(=O)c3cc(S(=O)(=O)N4CCCC4)cn3C)CC2)c1 returned ERAP1 inh 3, esBAF inh -2, E-sel inducer -0.1, XiGFP reactiv -0.1, ERp5 block -9, RAD52 anneal inh -11, RAD54 branch -12 and S100A4 MyoIIA -10.
Screening CCCc1cn(CC[C@@H]2CC[C@H](NC(=O)C3CCCC3)[C@H](CO)O2)nn1 returned ERAP1 inh 1, esBAF inh 5, E-sel inducer 0.2, XiGFP reactiv 0.1, ERp5 block -1, RAD52 anneal inh -3, RAD54 branch -20 and S100A4 MyoIIA 116*.
CCC(=O)N1CCCC(C)(C(=O)Nc2ccc(OC(F)F)cc2)C1 (stereo unspecified) was read as ERAP1 inh -4, esBAF inh -6, E-sel inducer 0.3, XiGFP reactiv -0.1, ERp5 block -3, RAD52 anneal inh -6, RAD54 branch -4 and S100A4 MyoIIA -2.
CCC(=O)Nc1ccc2c(c1)C(=O)N(C)[C@@H]1CC[C@H](CC(=O)NCC3CCCCC3)O[C@H]1CO2 was read as ERAP1 inh 2, esBAF inh 2, E-sel inducer 0.1, XiGFP reactiv 0.2, ERp5 block 4, RAD52 anneal inh -1, RAD54 branch 1 and S100A4 MyoIIA 6.
Screening CCN1CCN(S(=O)(=O)c2ccc(Cl)c(C(=O)N(C)Cc3ccc(Cl)cc3Cl)c2)CC1 returned ERAP1 inh 5, esBAF inh -3, E-sel inducer -0.9, XiGFP reactiv -0.1, ERp5 block 14, RAD52 anneal inh 13, RAD54 branch 0 and S100A4 MyoIIA 1.
OC[C@H]1[C@H](c2ccc(-c3cccnc3)cc2)[C@@H]2CN(Cc3ccccn3)CCCCN12 was read as esBAF inh 0, E-sel inducer 0.4, XiGFP reactiv 0.0, ERp5 block 0, RAD52 anneal inh 2 and RAD54 branch -16.
Screening O=C(NCCN1CCCCC1)c1cc(COc2c(F)cccc2F)on1 returned ERAP1 inh 0, esBAF inh 5, E-sel inducer -0.3, XiGFP reactiv 0.0, ERp5 block 1, RAD52 anneal inh -13, RAD54 branch -8 and S100A4 MyoIIA -3.
Screening COc1ccc(-n2nnnc2-c2ccc(S(C)(=O)=O)cc2Cl)cc1 returned ERAP1 inh -2, E-sel inducer -0.2, XiGFP reactiv 0.1, ERp5 block 4, RAD52 anneal inh -11 and S100A4 MyoIIA 4.
For Cc1ccc(S(=O)(=O)/N=C2/NC(=O)/C(=C/c3ccccn3)S2)cc1 the results were ERAP1 inh 27, esBAF inh -11, E-sel inducer 1.6, XiGFP reactiv 0.0, ERp5 block 2, RAD52 anneal inh -35, RAD54 branch -3 and S100A4 MyoIIA -8.
For C=CC[C@@H](CC(=O)OC(C)(C)C)C(=O)OC[C@H]1CCCN1C(=O)[C@@H](CC=C)CC(=O)N(CCO)Cc1ccccc1 the results were esBAF inh -1, E-sel inducer 12, XiGFP reactiv -0.3, ERp5 block -2, RAD52 anneal inh -1, RAD54 branch -3 and S100A4 MyoIIA -10.
For COC(=O)c1cc(=O)n(-c2c(Cl)cc(C(F)(F)F)cc2Cl)[nH]1 the results were ERAP1 inh 2, E-sel inducer 0.1, XiGFP reactiv 0.1, ERp5 block 2, RAD52 anneal inh -4, RAD54 branch -9 and S100A4 MyoIIA -6.
Cc1nnc(SCC(=O)c2c(N)n(C3CC3)c(=O)[nH]c2=O)n1-c1ccccc1 was read as ERAP1 inh -2, esBAF inh -6, E-sel inducer 0.3, XiGFP reactiv 0.0, ERp5 block -5, RAD52 anneal inh -25, RAD54 branch -5 and S100A4 MyoIIA -22.
Cc1ccc(S(=O)(=O)N2CCN(C(=O)CSc3ncn[nH]3)CC2)cc1 was read as ERAP1 inh 0, esBAF inh 11, XiGFP reactiv 0.2, ERp5 block 7, RAD52 anneal inh -13, RAD54 branch 7 and S100A4 MyoIIA -2.

Structures listed so far containing a cyano group:
For COc1ccccc1/C=C(\C#N)C(=O)Nc1ccc(S(N)(=O)=O)cc1 the results were ERAP1 inh -2, esBAF inh -3, XiGFP reactiv 0.0, ERp5 block -4, RAD52 anneal inh -4, RAD54 branch 4 and S100A4 MyoIIA -1.
`COc1ccc(C2C(C#N)=C(N)Oc3cc(N)ccc32)cc1` (stereo unspecified) gave ERAP1 inh -2, esBAF inh 6, E-sel inducer -0.1, XiGFP reactiv 0.0, ERp5 block -1, RAD52 anneal inh -43, RAD54 branch 6 and S100A4 MyoIIA -1.

This is a random part of the collection; 2.5% or so of the library scored in one or more.
